Bioassay records (PubChem BioAssay)
GlmU inhibition: inhibition of mycobacterial GlmU enzyme – biochemical, glucosamine-1-phosphate acetyltransferase (AID 1376); inhibition, %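 (tested at 30 µM in the primary screen)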; hits with a dose series show IC50 in µM; M. tuberculosis GlmU acetyltransferase enzyme assay; higher % means a stronger effect; 0.25% of 220,000 active; in the data active = inhibition above about 13%;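 also: 0% = complete reaction with vehicle and 100% = reaction without substrate; strong numbers were not always called active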
RmlCD inh 1536: M. tuberculosis RmlC/RmlD inhibition. 0.03% of 160,000 active. inhibition, % at 3.6 µM. P9WH09+P9WH11. RmlC+RmlD coupled enzyme assay, percent inhibition; primary screen in compound mixtures. AID 1533; in the data active = inhibition mostly above about 34%, no sharp cut-off; also: some results filed as inactive read as strong as hits
Target sequence (P9WH09 whole entry, looked up): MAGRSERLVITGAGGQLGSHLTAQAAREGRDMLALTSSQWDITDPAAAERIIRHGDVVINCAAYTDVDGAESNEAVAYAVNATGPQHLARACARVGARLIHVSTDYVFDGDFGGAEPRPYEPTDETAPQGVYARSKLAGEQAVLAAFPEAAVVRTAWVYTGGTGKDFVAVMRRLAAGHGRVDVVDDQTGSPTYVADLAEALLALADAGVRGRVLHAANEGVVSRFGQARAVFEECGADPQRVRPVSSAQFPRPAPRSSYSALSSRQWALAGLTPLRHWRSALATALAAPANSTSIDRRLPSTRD
Target sequence (P9WH11 whole entry, looked up): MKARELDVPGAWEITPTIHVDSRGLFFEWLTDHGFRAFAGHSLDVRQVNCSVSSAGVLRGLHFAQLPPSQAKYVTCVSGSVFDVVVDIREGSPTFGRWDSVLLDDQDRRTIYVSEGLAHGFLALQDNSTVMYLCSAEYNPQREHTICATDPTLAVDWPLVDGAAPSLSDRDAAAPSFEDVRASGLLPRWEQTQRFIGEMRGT
Starred values were filed as active, the others as inactive; / = not tested or not shown.

SMILES | GlmU inhibition | RmlCD inh 1536
CCN1CCN(CCCN(Cc2ccco2)C(=S)Nc2cccc(Cl)c2C)CC1 | -8.4% | -6
Cc1ccc(NC(=O)N2CCN(c3ccccn3)CC2)cc1 | 6.0% | 26
CCN(Cc1ccccc1)C(=O)/C=C/c1ccccc1[N+](=O)[O-] | 0.0% | 7
CC(=O)OCCn1c2nc(=O)[nH]c(=O)c-2nc2cc(C)c(C)cc21 | 2.0% | 14
COc1ccc(N2C(=O)CCC(C(=O)NCc3ccccn3)C2c2ccc(OC)c(OC)c2)cc1 (stereo unspecified) | 5.9% | -4
NNC(=O)c1cccc(COc2ccccc2Br)c1 | / | 4
COc1cc(/C=N/N2C(C)CCCC2C)cc(Br)c1O (stereo unspecified) | 3.9% | 23
Cc1ccc(-c2noc(-c3ccccc3C(=O)NCC3CCCO3)n2)cc1 (stereo unspecified) | -4.0% | /
COc1ccc(N(CC(=O)NCc2ccccc2)S(=O)(=O)c2c(C)nn(C)c2C)cc1 | 2.3% | 7
CC(C)(C)OC(=O)N[C@@H](Cc1ccccc1)c1nnc(S(=O)(=O)Cc2ccccc2)o1 | 0.6% | 7
O=c1c(Cc2ccc(Cl)cc2)c(O)ccn1Cc1cccs1 | -4.4% | -11
CCCC1CCC(C(=O)Nn2c(C)nc3ccccc3c2=O)CC1 (stereo unspecified) | -1.8% | 11
C#CCOCCOCCOCCNc1nc(N2CCN(C(=O)[C@H]([C@@H](C)CC)n3cc([C@@H](N)CC(C)C)nn3)CC2)nc(N2CCN(C(=O)[C@H](Cc3cc4ccccc4[nH]3)n3cc([C@@H](N)CC(C)C)nn3)CC2)n1 | -13% | /
CCOC(=O)c1cccc(NC2c3ccccc3C(=O)N2Cc2ccco2)c1 (stereo unspecified) | -5.0% | -6
CC1CCCN(S(=O)(=O)c2ccc3c(c2)n(C)c(=O)c(=O)n3C)C1 (stereo unspecified) | -2.3% | 18
COc1cccc(-c2cc(C(=O)O)[nH]n2)c1 | -6.4% | /
O=C(CN1CCN(S(=O)(=O)c2ccc3ccccc3c2)CC1)NC(=O)NC1CCCCC1 | -4.4% | /
Cc1nn(-c2ccccc2)c(C)c1/C=N/NC(=O)c1cc(C(C)(C)C)[nH]n1 | 2.3% | -6
CCCCCCCCNc1nc(Cl)nc(NCc2ccco2)n1 | 2.4% | /
O=C(CSc1cccc2cccnc12)N/N=C/c1ccncc1 | -3.6% | -5
COc1cccc(CC(=O)Nc2nc(-c3cc(OC)ccc3OC)cs2)c1 | 0.4% | -4
Cc1ccccc1N(C)C(=O)c1coc(=O)c2ccccc12 | 2.5% | /
CC(=O)c1cccc(NC(=S)N2CCC(Cc3ccccc3)CC2)c1 | -3.2% | -11
O=C(CSc1nnc(-c2ccc(S(=O)(=O)N3CCOCC3)cc2)o1)c1ccccc1F | 2.7% | -8
COC(=O)c1c(NC(=O)CCC(=O)O)sc(Cc2ccccc2)c1C | 3.9% | 27
O=[N+]([O-])c1ccccc1/C=N/Nc1nc(N2CCCC2)nc(N2CCCC2)n1 | 5.2% | -3
Cc1ccc(C(=O)N/C(=C/c2ccco2)C(=O)NCCc2c[nH]c3ccccc23)cc1C | 0.3% | -1
Cc1cc(C)cc(OCC(=O)Nc2ccc3c(c2)OCO3)c1 | 2.9% | -6
CC(C)c1c(O)c2c(n(-c3ccccc3)c1=O)CCCC2 | 2.3% | /
CCCc1nnc(NC(=O)CCC(=O)N2CCN(CCOC(c3ccccc3)c3ccccc3)CC2)s1 | 1.1% | -13
CCCCNC(=O)Nc1ccccc1C(=O)Nc1ccc(OC)cc1 | 2.4% | 3
Cn1c(Cn2c(=O)sc3ccccc32)nnc1SCC(=O)NCC1CCCO1 (stereo unspecified) | -0.9% | 14
CCOP(=O)(c1ccc(N(C)C)cc1)C(O)c1ccc(Cl)cc1 (stereo unspecified) | 2.6% | 9
COc1ccc(NC(=O)N(Cc2cc3cc(OC)ccc3[nH]c2=O)CC2CCCO2)cc1 (stereo unspecified) | 1.3% | /
COc1cc(C2c3c(-c4cc(C)cc(C)c4O)n[nH]c3C(=O)N2CCCO)cc(OC)c1OC (stereo unspecified) | 4.6% | 1
O=C(Nc1ccc(Cl)cc1)N1CCN(c2ccc3nnc(-c4ccc(F)cc4)n3n2)CC1 | 1.4% | /
COc1ccc(NC(=O)c2sc(N)nc2-c2ccccc2)cc1 | -1.6% | 5
O=[N+]([O-])c1ccc(SCc2c(F)cccc2Cl)nc1 | 2.0% | -5
O=C(O)c1csc(-c2cccc(Cl)c2)n1 | 2.4% | /
CCOc1ccc(Cc2nnc(SCC(N)=O)n2C)cc1 | -1.0% | 9
CN1[C@@H]2CC[C@H]1CC(OC(=O)c1c[nH]c3ccccc13)C2 (stereo partly specified) | -2.4% | /
c1ccc2c(-c3csc(-c4ccncc4)n3)c[nH]c2c1 | 4.1% | 9
COc1ccc(CCC(=O)O)c(O)c1 | -0.2% | /
CN(C)c1ncnc(N(C)C)c1[N+](=O)[O-] | 1.2% | 8
Cc1ccc(S(=O)(=O)Nc2cc(C(F)(F)F)ccc2N2CCOCC2)cc1C | -0.3% | -6
CCC(OC(=O)CC1Sc2ccccc2NC1=O)C(=O)NCC1CCCO1 (stereo unspecified) | -4.8% | 15
Cc1cc(C)c(C(=O)COC(=O)CCNS(=O)(=O)c2c(Cl)cccc2Cl)cc1C | -4.3% | 4
CCCn1nc2cc(C(=O)NCc3ccc(OC)cc3)ccc2c1OCC | 2.6% | /

Ordered by SMILES length (smallest number first): part of the list above
SMILES | GlmU inhibition | RmlCD inh 1536
COc1ccc(CCC(=O)O)c(O)c1 | -0.2% | /
O=C(O)c1csc(-c2cccc(Cl)c2)n1 | 2.4% | /
CCOc1ccc(Cc2nnc(SCC(N)=O)n2C)cc1 | -1.0% | 9
c1ccc2c(-c3csc(-c4ccncc4)n3)c[nH]c2c1 | 4.1% | 9
CCCn1nc2cc(C(=O)NCc3ccc(OC)cc3)ccc2c1OCC | 2.6% | /
CCOP(=O)(c1ccc(N(C)C)cc1)C(O)c1ccc(Cl)cc1 (stereo unspecified) | 2.6% | 9
CCC(OC(=O)CC1Sc2ccccc2NC1=O)C(=O)NCC1CCCO1 (stereo unspecified) | -4.8% | 15
Cn1c(Cn2c(=O)sc3ccccc32)nnc1SCC(=O)NCC1CCCO1 (stereo unspecified) | -0.9% | 14
CN1[C@@H]2CC[C@H]1CC(OC(=O)c1c[nH]c3ccccc13)C2 (stereo partly specified) | -2.4% | /
Cc1ccc(S(=O)(=O)Nc2cc(C(F)(F)F)ccc2N2CCOCC2)cc1C | -0.3% | -6
COc1ccc(NC(=O)N(Cc2cc3cc(OC)ccc3[nH]c2=O)CC2CCCO2)cc1 (stereo unspecified) | 1.3% | /
O=C(Nc1ccc(Cl)cc1)N1CCN(c2ccc3nnc(-c4ccc(F)cc4)n3n2)CC1 | 1.4% | /
CCCc1nnc(NC(=O)CCC(=O)N2CCN(CCOC(c3ccccc3)c3ccccc3)CC2)s1 | 1.1% | -13
COc1cc(C2c3c(-c4cc(C)cc(C)c4O)n[nH]c3C(=O)N2CCCO)cc(OC)c1OC (stereo unspecified) | 4.6% | 1

Going on with the list:
SMILES | GlmU inhibition | RmlCD inh 1536
CCN1CCN(Cc2cccc(Oc3ccccc3)c2)CC1 | 2.4% | 9
CCOc1cc(/C=C2\CCCC(C(=O)C(F)(F)F)=C2O)ccc1O | 1.3% | /
NCC12CC3CC(C1)CC(c1ccc(Cl)cc1)(C3)C2 | -6.2% | 5
Cc1nn(CC(=O)Nc2ccccn2)c(=O)c2ccccc12 | 0.7% | /
CCN(CC)S(=O)(=O)c1cccc(C(=O)N2CCCCC2)c1 | -2.3% | 8
O=c1cc(CO)oc(CN2CCC(Cc3ccccc3)CC2)c1O | -1.0% | /
O=C(COC(=O)c1ccccc1NC(=O)c1ccco1)NC1CC1 | 2.1% | -2
N=c1c2c(-c3ccccc3)c(-c3ccccc3)n(Cc3ccco3)c2ncn1CCCO | 2.7% | -3
CCCCOc1ccc(C(=O)NCCC(=O)NCCCC(=O)OCC)cc1 | -5.0% | -6
CCNC(=S)NNC(=O)c1cc(CC(C)C)nc2ccccc12 | 2.4% | /
CN1CCN(CCN2CCn3c2nc2ccccc23)CC1 | -3.0% | /
CC1CCc2c(sc3nn[nH]c(=O)c23)C1 (stereo unspecified) | 4.4% | 5
COc1ccccc1-c1cc(C2CC2)nc(N)c1C#N | 3.0% | 5
COC(=O)c1nc2n(n1)C(c1cccc(Cl)c1)C1=C(CC(C)(C)CC1=O)N2 (stereo unspecified) | 8.7% | 4
COc1ccc2cc(C3CC(c4cccs4)=NN3S(C)(=O)=O)c(Cl)nc2c1 (stereo unspecified) | -6.3% | /
CN(CCc1ccccn1)S(=O)(=O)c1ccccc1F | 2.6% | /
O=C(NCc1ccco1)c1ccc2c(c1)N(Cc1ccccc1)C(=O)CS2 | -5.4% | /
O=C(CNc1ccc(F)cc1)c1ccccc1 | -7.2% | 0
CC(C)(C)n1nnnc1C(c1cccc(C#N)c1)N1CCC(Cc2ccccc2)CC1 (stereo unspecified) | 0.7% | /
COc1ccc(CSc2ncnc3sccc23)cc1F | -3.2% | /
CS(=O)(=O)N(CC(=O)Nc1ccccc1C(=O)N1CCCC1)c1ccc2c(c1)OCO2 | -7.4% | 8
COc1ccc(OC)c(NC(=O)c2nc(-c3ccccc3)oc2C)c1 | -4.3% | -7
CCOc1ccc(CC(=O)C2C(=O)CC(C)(C)CC2=O)cc1OCC | -5.8% | 3
COC(=O)CCC(=O)N1CCc2cc(S(=O)(=O)N3CCc4ccccc43)ccc21 | 0.6% | /
CC(O)c1c(-c2ccccc2)nn(C)c1Cl (stereo unspecified) | 2.0% | -12
CCOC(=O)N/N=C/c1ccc(C)o1 | 0.3% | 8
NC(=O)C1CCN(C(=O)Nc2ccccc2)CC1 | -4.8% | -9
Cc1ccc(S(=O)(=O)C2(C(=O)NCc3ccc4c(c3)OCO4)CC2)cc1 | 8.6% | /
COCc1cc(N2CCCCC2)nc(-c2ccccc2)n1 | 2.7% | 2
CCOC(=O)c1cccc(NC(=O)C2CCCN(S(=O)(=O)c3cnc[nH]3)C2)c1 (stereo unspecified) | 2.0% | -11
CC1CCN(c2c(NCC3CCC(C(=O)N4CCCC(C)C4)CC3)c(=O)c2=O)CC1 (stereo unspecified) | -5.2% | /
COC(=O)[C@H]1[C@H](C(=O)OC)[C@@H](C(=O)OC)N(c2ccc(OC)cc2)[C@@H]1C(=O)OC | 6.2% | -7
CCn1c(SCC(=O)NNC(=O)Cc2ccccc2)nnc1-c1ccncc1 | 2.0% | -12
Clc1ccc(OCCOCCOc2cccc3cccnc23)c(Br)c1 | 1.1% | /
CC(C)c1ccc(C(=O)NN2C(=O)C3CCCCC3C2=O)cc1 (stereo unspecified) | -2.1% | -4
O=C1NC2(CCCCC2)C(=O)N1Cc1cccc(C(F)(F)F)c1 | 0.1% | 5
CCOC(=O)c1[nH]c(C)c(C(=O)OCC(=O)Nc2sc3c(c2C#N)CCCCC3)c1C | 2.8% | 4
CC(C)Sc1nc2[nH]ncc2c(=O)[nH]1 | 2.3% | -5
Cc1ccc2c(Cl)c(C(=O)NCCc3ccccc3)sc2c1 | -0.9% | -4
COc1ccc(S(=O)(=O)N2CCC(C(=O)N3CCCC3)CC2)cc1Cl | 3.5% | -4
Cc1cc2nc(C)n(CCCN)c2cc1C | 2.6% | -9
CC(=O)c1c(C)[nH]c(C(=O)CSc2ccc(F)cc2)c1C | / | 5
Cc1cc(/C=C2/C(=O)NC(=O)N(Cc3ccco3)C2=O)c(C)n1-c1ccccc1O | 2.0% | 9
CSc1nc(-c2ccccc2)c2cc(Cl)ccc2n1 | 1.5% | 5
CON/C=C(\C=Nc1ccccc1)c1ncc(C(F)(F)F)cc1Cl | -1.9% | /
CCCCNC(=O)c1ccccc1C(=O)NCCCC | 2.8% | 16
c1ccc(-c2ccc(C3=Nn4c(nnc4-c4cc(-c5ccccc5)n[nH]4)SC3)cc2)cc1 | -2.7% | 0
CCCN1Cc2cccc(C(=O)NC(C)c3cccs3)c2C1=O (stereo unspecified) | -3.0% | -5

Entries of single compounds from above. Order of screens: GlmU inhibition | RmlCD inh 1536
CC(=O)c1c(C)[nH]c(C(=O)CSc2ccc(F)cc2)c1C is listed with / | 5
COc1ccc(S(=O)(=O)N2CCC(C(=O)N3CCCC3)CC2)cc1Cl is listed with 3.5% | -4
CCCN1Cc2cccc(C(=O)NC(C)c3cccs3)c2C1=O (stereo unspecified) is listed with -3.0% | -5

Next structures follow:
SMILES | GlmU inhibition | RmlCD inh 1536
COc1ccc(CNC(=O)C2CCN(c3nccs3)CC2)cc1 | 1.1% | /
CCc1[nH]c(=O)[nH]c1C(C)S(=O)(=O)c1ccc(C)cc1 (stereo unspecified) | 1.4% | /
CCN(Cc1ccccc1)S(=O)(=O)c1ccc(S(=O)(=O)N2CCN(C)CC2)cc1 | 6.9% | 5
CCOC(=O)c1oc2ccccc2c1CN1CCOCC1 | 1.4% | /
Cc1cc(NC(=O)Nc2ccc(C)c(C)c2)no1 | 0.8% | -12
CC(CCc1ccccc1)NC(=O)c1ccc(Br)o1 (stereo unspecified) | 0.4% | -4
CCOc1ccccc1NC(=O)CC(O)(C(F)(F)F)C(F)(F)F | -2.6% | /
COCc1nnc(NS(=O)(=O)c2c(C)cc(C)cc2C)s1 | 0.9% | -10
O=C(O)CSc1nnc(-c2cccnc2)n1Cc1ccccc1 | 1.0% | 2
O=c1c(Cl)c2oc3ccccc3nc-2c2ccccc12 | -0.8% | 59
COc1cc2c(cc1OC)C13CCN4CC5=CCOC6CC(=O)N2C1C6C5CC43 (stereo unspecified) (tested in a mixture with another compound) | 1.0% | 6
COC(=O)c1ccccc1NC(=S)NC(=O)c1ccccc1 | 1.5% | 5
C=CC(=O)NC(C)(C)CCN1CCOCC1 | 7.7% | 2
CCOC(=O)CCNCC1COc2ccccc2O1 (stereo unspecified) | 2.8% | -2

These rows are one share of the data (hit frequency here may not be typical).
